PglD DTNB = PglD (C. jejuni) enzyme inhibition. hit rate 0.098% among 360,000. purified PglD enzyme, DTNB colorimetric CoA detection. inhibition, % at 12.5 µM; in the data active = inhibition above about 16%, passing the limit was not always enough; also: strong numbers were not always called active
S100A4 inh HTS = inhibitors of human S100A4 binding to myosin IIA peptide | hit rate 0.14% among 360,000 | S100A4/TAMRA-MyoIIA peptide fluorescence polarization | P26447 | AID 652163 | inhibition, % at 10.7 µM;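 active = mean inhibition of at least 70% across replicates, with every replicate also reaching that level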
Target sequence (P26447 whole entry, looked up): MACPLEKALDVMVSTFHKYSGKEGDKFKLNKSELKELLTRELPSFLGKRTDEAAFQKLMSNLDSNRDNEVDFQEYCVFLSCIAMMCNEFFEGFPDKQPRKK
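Test system: S100A4 monomer protein. Medium: HEPES buffer with Ca2+, pH 7.2. Reagent: fluorescent myosin IIA peptide, 5 nM. Compound dosing: single-point compound testing. Timing: 5 min between mix addition and reading. Benchmarks: DMSO neutral and TFP positive wells.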
PGC1a acetyl inh = modulators of PGC1a acetylation; U2OS PGC1a acetylation, AlphaScreen anti-acetyl-lysine; with virally co-expressed GCN5 acetyltransferase; hit rate 0.17% among 350,000; AID 651687; inhibition, % at 15.6 µM;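 active = every replicate shows inhibition of at least 40%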;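 also: 0% = neutral control wells and 100% = positive control wells; some results beyond the cut were filed as inactive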
EWS-Fli inh = blocks EWS/Fli oncoprotein-driven transcription; A673 NR0B1-luciferase reporter, viability-normalised; inhibition, % at 12.6 µM; hit rate 0.67% among 350,000; AID 651661;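 active = mean inhibition of at least 50% after viability correction, with every replicate also passing that limit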;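 also: firefly luciferase signal divided by Alamar Blue viability fluorescence both relative to DMSO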
ERAP1 HTS inh = inhibitors of human ERAP1 aminopeptidase; recombinant ERAP1, Leu-AMC fluorescence, 60 min; AID 652197; inhibition, % at 10.7 µM; hit rate 0.15% among 340,000; Q9NZ08;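 active = mean replicate inhibition of at least 30%, or all replicates individually reaching that 30% level; inactive = mean below 30% and not every replicate reaching it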;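 also: 0% = neutral control wells and 100% = L-leucinethiol positive control wells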
Target sequence (Q9NZ08 whole entry, looked up): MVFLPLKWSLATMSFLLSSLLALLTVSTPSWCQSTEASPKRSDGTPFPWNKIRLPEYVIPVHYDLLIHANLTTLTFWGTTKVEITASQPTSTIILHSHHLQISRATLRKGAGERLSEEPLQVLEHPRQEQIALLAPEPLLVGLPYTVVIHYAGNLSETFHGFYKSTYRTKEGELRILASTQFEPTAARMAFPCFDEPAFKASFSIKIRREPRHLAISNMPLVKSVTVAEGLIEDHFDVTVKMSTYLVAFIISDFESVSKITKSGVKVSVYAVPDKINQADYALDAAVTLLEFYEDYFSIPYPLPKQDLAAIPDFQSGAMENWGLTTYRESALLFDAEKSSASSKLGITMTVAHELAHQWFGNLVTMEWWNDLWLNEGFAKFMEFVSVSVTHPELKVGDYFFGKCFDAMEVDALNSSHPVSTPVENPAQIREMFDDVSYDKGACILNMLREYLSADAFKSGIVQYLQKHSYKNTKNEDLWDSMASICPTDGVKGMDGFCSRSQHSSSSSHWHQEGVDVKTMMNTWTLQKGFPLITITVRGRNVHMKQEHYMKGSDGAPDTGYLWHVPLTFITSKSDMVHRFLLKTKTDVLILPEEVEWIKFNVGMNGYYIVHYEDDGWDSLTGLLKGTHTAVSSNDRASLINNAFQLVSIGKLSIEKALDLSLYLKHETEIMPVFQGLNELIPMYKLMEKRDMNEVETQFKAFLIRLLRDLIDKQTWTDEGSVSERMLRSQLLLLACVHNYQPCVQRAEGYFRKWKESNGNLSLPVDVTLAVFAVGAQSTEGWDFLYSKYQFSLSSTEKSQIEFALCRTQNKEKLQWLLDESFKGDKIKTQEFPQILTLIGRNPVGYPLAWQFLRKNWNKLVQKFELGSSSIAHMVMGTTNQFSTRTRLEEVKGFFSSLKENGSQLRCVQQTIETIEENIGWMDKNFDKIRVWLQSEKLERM
PAX8 inh HTS = lowers PAX8-driven luciferase in RMG-I cells. RMG-I TPO-luciferase reporter, SteadyGlo, 24 h. inhibition, % at 12.6 µM. hit rate 1.2% among 360,000. AID 652154;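 active = mean replicate inhibition at least 60% with every replicate also reaching 60%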;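 also: luciferase light reporting Pax8 driven TPO promoter activity; plate controls were median of neutral control wells for no effect and mitoxantrone controls for full effect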
LGR2 antag = blocks bursicon-induced cAMP signaling via Drosophila LGR2 | HEK293 LGR2, CRE-luciferase, bursicon-stimulated, 4 h | inhibition, % at 9.99 µM | hit rate 0.35% among 380,000 | AID 720647;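 active = drop in luminescence signal, shown as inhibition above about 50% in the replicate tests, limit read from the data, passing the limit was not always enough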;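 also: agonist challenge used bursicon conditioned medium at about half maximal strength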
FN deposition inh = fibronectin deposition inhibition. AH1F fibroblasts, Alexa488-fibronectin deposition fluorescence, overnight. inhibition, % at 12.6 µM. hit rate 0.086% among 350,000. AID 743247;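 active = mean inhibition across replicates of 30% or more, regardless of how many single replicates reach that level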;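 also: positive control wells lacked labelled fibronectin entirely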
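Measured by – fluorescence 485/525 nm · System – AH1F fibroblast monolayer, labelled fibronectin deposition · Amount – 10000 cells per well · Buffer or medium – serum-reduced DMEM (2% serum) · Doses – single dose, pinned · Also added – fluorescent fibronectin at 24 nM final · Schedule – 1 h cell attachment, overnight exposure to compound and label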
Active calls of the source: *.

For Cc1ccc(C(CNC(=O)C(=O)Nc2ccc3c(c2)OCCO3)N2CCN(C)CC2)cc1 (stereo not given) the results were PglD DTNB 0, S100A4 inh HTS 4, EWS-Fli inh 2, ERAP1 HTS inh -6, PAX8 inh HTS -19, LGR2 antag -19 and FN deposition inh -1.
Screening CC1(C)C=Cc2c(c3c(c4c(=O)c(-c5ccc(O)cc5)coc24)OC(C)(C)CC3)O1 returned PglD DTNB -3, S100A4 inh HTS -15, PGC1a acetyl inh -31, EWS-Fli inh 16, ERAP1 HTS inh 2 and LGR2 antag 16.
COc1ccc(F)cc1S(=O)(=O)N1CCN(C(=O)c2ccco2)CC1 was read as PglD DTNB -8, S100A4 inh HTS -1, EWS-Fli inh 16, ERAP1 HTS inh -2, PAX8 inh HTS 9, LGR2 antag 2 and FN deposition inh 0.
Screening CCC(=O)c1ccc(OCC(=O)Nc2ccc(N3CCCCC3)cc2)cc1 returned PglD DTNB -2, S100A4 inh HTS 4, EWS-Fli inh 4, ERAP1 HTS inh 3, PAX8 inh HTS -11, LGR2 antag -13 and FN deposition inh 10.
COC(=O)c1sccc1NN1C(=O)c2ccccc2C1=O was read as S100A4 inh HTS 2, EWS-Fli inh 15, ERAP1 HTS inh 0, PAX8 inh HTS 4, LGR2 antag -5 and FN deposition inh -1.
Cc1nc2c(OCc3ccc(C#N)cc3)cccn2c1N(C)C(=O)CCC1CCCC1 was read as PglD DTNB 3, S100A4 inh HTS 31, PGC1a acetyl inh 1, EWS-Fli inh 5, ERAP1 HTS inh -1, PAX8 inh HTS 20, LGR2 antag 9 and FN deposition inh -4.
`CCCNC(=O)[C@H]1[C@H](CO)[C@H]2Cn3c(ccc(-c4ccc(F)cc4)c3=O)[C@H]2N1CCC` gave PglD DTNB 1, S100A4 inh HTS 5, EWS-Fli inh 10, ERAP1 HTS inh 3 and LGR2 antag 7.
Screening Cc1cc(C(=O)CSc2n[nH]c(N)n2)c(C)n1-c1ccc2c(c1)OCO2 returned PglD DTNB 1, PGC1a acetyl inh 3, PAX8 inh HTS -2, LGR2 antag -14 and FN deposition inh -1.
Screening O=C(C[C@@H]1CC[C@@H]2[C@H](COC[C@@H](O)CN2Cc2cccc(Cl)c2)O1)N1CCOCC1 returned PglD DTNB -2, S100A4 inh HTS -4, PGC1a acetyl inh -2, EWS-Fli inh 0, ERAP1 HTS inh 1, PAX8 inh HTS 11, LGR2 antag -6 and FN deposition inh 2.
Screening Clc1ccc(-n2nnc(-c3nccs3)n2)cc1Cl returned PglD DTNB -3, S100A4 inh HTS -4, EWS-Fli inh -48, ERAP1 HTS inh 13, PAX8 inh HTS -67, LGR2 antag -55 and FN deposition inh -28.
Screening O=C(NC(Cc1c[nH]c2ccccc12)C(=O)O)c1ccc(F)cc1 (stereo not given) returned S100A4 inh HTS 3, EWS-Fli inh 11, ERAP1 HTS inh 0, PAX8 inh HTS 14 and FN deposition inh -7.
Screening Nc1cc2c(cc1Cl)-c1ccc([N+](=O)[O-])cc1C2=NO returned PglD DTNB -8, S100A4 inh HTS -3, PGC1a acetyl inh -8, EWS-Fli inh -1, ERAP1 HTS inh 0, PAX8 inh HTS 8, LGR2 antag 7 and FN deposition inh -15.
Screening O=C1CN(C(=O)/C=C/c2ccccc2F)c2ccccc2N1 returned S100A4 inh HTS -4, EWS-Fli inh -9, ERAP1 HTS inh 1, PAX8 inh HTS -45, LGR2 antag -1 and FN deposition inh -9.
CN(C(=O)c1ccc(Cl)cc1)C1CCS(=O)(=O)C1 (stereo not given) was read as PglD DTNB 2, S100A4 inh HTS 1, PGC1a acetyl inh 17, EWS-Fli inh 2, ERAP1 HTS inh 2, PAX8 inh HTS -2, LGR2 antag 9 and FN deposition inh 4.
`CO[C@H]1CN(C)C(=O)c2cc(NC(=O)NC3CCCCC3)ccc2OC[C@@H](C)N(C(C)=O)C[C@@H]1C` gave PglD DTNB 0, PGC1a acetyl inh 6, EWS-Fli inh 7, LGR2 antag 5 and FN deposition inh -11.
Screening N#C[C@H]1[C@@H](c2ccc(C3=CCCCC3)cc2)[C@@H](CO)N1C(=O)c1cccc(F)c1 returned PglD DTNB -4, S100A4 inh HTS 5, PGC1a acetyl inh -10, EWS-Fli inh -1, ERAP1 HTS inh -1, PAX8 inh HTS 9, LGR2 antag -11 and FN deposition inh 12.
Screening CCOC(=O)c1cnc(-n2[nH]c(C)cc2=O)[nH]c1=O returned S100A4 inh HTS -5, PGC1a acetyl inh 6, EWS-Fli inh -2, ERAP1 HTS inh 1, PAX8 inh HTS -14, LGR2 antag 5 and FN deposition inh -5.
CC1(C)Cc2ccccc2C(NNC(=O)c2ccc(Br)o2)=N1 was read as PglD DTNB 4, S100A4 inh HTS 3, EWS-Fli inh -5, ERAP1 HTS inh -2, PAX8 inh HTS 8 and LGR2 antag -4.
For CCCNC(=O)N1CC(=O)N2[C@H](CO)[C@H](c3ccc(-c4ccncc4)cc3)[C@@H]2C1 the results were S100A4 inh HTS -20, PGC1a acetyl inh 5, EWS-Fli inh -17, ERAP1 HTS inh 2 and LGR2 antag 5.
For CCCNC(=O)N1[C@H](CO)[C@H](c2ccccc2-c2ccccc2)[C@@H]1C#N the results were S100A4 inh HTS 38, PGC1a acetyl inh 3, EWS-Fli inh -1, ERAP1 HTS inh 6, PAX8 inh HTS -14, LGR2 antag 10 and FN deposition inh -9.
Cc1ccc(S(=O)(=O)Nc2ccc3c(c2)C(=O)N([C@H](C)CO)C[C@@H](C)[C@@H](CN(C)S(C)(=O)=O)O3)cc1 was read as PglD DTNB 2, S100A4 inh HTS -10, PGC1a acetyl inh -12, EWS-Fli inh 5, ERAP1 HTS inh -2, LGR2 antag -5 and FN deposition inh -24.
Cc1cnc(CNC(=O)C2CCC(=O)N(CCc3cccc(F)c3)C2)[nH]1 (stereo not given) was read as S100A4 inh HTS -6, PGC1a acetyl inh -1, ERAP1 HTS inh 1, PAX8 inh HTS -7, LGR2 antag 2 and FN deposition inh -7.
Screening O=C(C1CCN(Cc2ccccc2)CC1)N1CCCC1 returned PglD DTNB 0, PGC1a acetyl inh -4, PAX8 inh HTS -4 and FN deposition inh 3.
Cc1ccc(NC(=O)CSCC(=O)Nc2ccc(N3CCOCC3)cc2N2CCOCC2)cc1 was read as PglD DTNB -1, S100A4 inh HTS -2, EWS-Fli inh 6, ERAP1 HTS inh 2, PAX8 inh HTS 5, LGR2 antag 0 and FN deposition inh 0.
Screening CCN(C[C@H]1N[C@@](Cc2ccccc2)(C(=O)OC)[C@H]2C(=O)N(Cc3ccccc3)C(=O)[C@@H]12)S(=O)(=O)c1ccc(-c2ccccc2)cc1 returned PglD DTNB 6, S100A4 inh HTS -4, PGC1a acetyl inh -5, EWS-Fli inh 5, ERAP1 HTS inh 2, PAX8 inh HTS -17, LGR2 antag -13 and FN deposition inh 6.
`CC(C)CC#Cc1ccc2c(c1)O[C@H](CN(C)C(=O)c1ccccc1F)[C@H](C)CN([C@H](C)CO)S2(=O)=O` gave PglD DTNB 16, S100A4 inh HTS 7, PGC1a acetyl inh -8, EWS-Fli inh 9, ERAP1 HTS inh 2 and LGR2 antag -5.
For Cc1ccc(-n2c(C)nnc2SCC(=O)NC2CC2)cc1 the results were PglD DTNB 0, S100A4 inh HTS 1, PGC1a acetyl inh 7, EWS-Fli inh 4, ERAP1 HTS inh 5, PAX8 inh HTS 8, LGR2 antag 9 and FN deposition inh 5.
Screening COc1ccc(COC(=O)CCCN=C2NS(=O)(=O)c3ccccc32)cc1F returned PglD DTNB -2, S100A4 inh HTS -1, PGC1a acetyl inh -2, EWS-Fli inh -14, ERAP1 HTS inh -1, PAX8 inh HTS -3, LGR2 antag 1 and FN deposition inh -4.
C[C@H]1CN([C@@H](C)CO)C(=O)c2cc(/C=C/c3ccccc3)cnc2O[C@@H]1CN(C)C(=O)c1ccccc1 was read as PglD DTNB 0, S100A4 inh HTS -17, PGC1a acetyl inh -6, EWS-Fli inh 12, ERAP1 HTS inh 3, LGR2 antag -17 and FN deposition inh 8.
`Fc1cccc(CN2CCN(c3ncccn3)CC2)c1` gave PglD DTNB -4, PGC1a acetyl inh 1, PAX8 inh HTS -10 and FN deposition inh 0.
Cc1ccccc1-c1cnc2c(c1)C(=O)N([C@@H](C)CO)C[C@@H](C)[C@@H](CN(C)CC1CCOCC1)O2 was read as PglD DTNB 0, S100A4 inh HTS 12, PGC1a acetyl inh 5, EWS-Fli inh -8, ERAP1 HTS inh 1 and LGR2 antag -1.
Screening CCOC(=O)Cc1csc(NC(=O)c2ccoc2C)n1 returned PglD DTNB 9, PGC1a acetyl inh -28, LGR2 antag -2 and FN deposition inh -14.
Screening CCCNC(=O)[C@H]1[C@H](CO)[C@H]2Cn3c(ccc(-c4cccc(F)c4)c3=O)[C@@H]1N2C(=O)c1ccccn1 returned PglD DTNB 2, S100A4 inh HTS 6, PGC1a acetyl inh -7, EWS-Fli inh 2, ERAP1 HTS inh 0, PAX8 inh HTS 4 and LGR2 antag 30.
`C/C=C/c1cnc2c(c1)C(=O)N([C@@H](C)CO)C[C@H](C)[C@H](CN(C)CC1CCOCC1)O2` gave PglD DTNB 0, S100A4 inh HTS 3, PGC1a acetyl inh 6, EWS-Fli inh 2, ERAP1 HTS inh 1, PAX8 inh HTS -7, LGR2 antag 13 and FN deposition inh -4.
`CO[C@H]1CN(C)C(=O)c2ccc(NS(C)(=O)=O)cc2OC[C@@H](C)N(CC2CCOCC2)C[C@H]1C` gave PglD DTNB -46, S100A4 inh HTS -6, PGC1a acetyl inh 8, EWS-Fli inh -1, ERAP1 HTS inh 1, LGR2 antag 19 and FN deposition inh -7.
`CCCNC(=O)NC[C@H]1[C@H](c2ccc(C3=CCCCC3)cc2)[C@@H](CO)N1C(C)=O` gave PglD DTNB 0, S100A4 inh HTS -6, PGC1a acetyl inh -1, EWS-Fli inh 7, ERAP1 HTS inh 0, PAX8 inh HTS -20, LGR2 antag 12 and FN deposition inh 13.
`CO[C@H]1CN(C)C(=O)c2ccc(NC(=O)Nc3cccc(Cl)c3)cc2OC[C@@H](C)N(C(=O)Nc2c(C)noc2C)C[C@H]1C` gave PglD DTNB 0, S100A4 inh HTS -28, EWS-Fli inh 17, ERAP1 HTS inh -1, PAX8 inh HTS 27, LGR2 antag 6 and FN deposition inh -12.
CCCC#Cc1ccc2c(c1)O[C@@H](CN(C)C(=O)Nc1ccc(OC)cc1)[C@H](C)CN([C@@H](C)CO)S2(=O)=O was read as PglD DTNB -5, S100A4 inh HTS -1, PGC1a acetyl inh -11, EWS-Fli inh 7, ERAP1 HTS inh 1 and LGR2 antag 10.
For CCOc1ccc(Cl)cc1-c1cc(C(=O)Nc2cc(OC)c(OC)c(OC)c2)[nH]n1 the results were S100A4 inh HTS 0, PGC1a acetyl inh -23, EWS-Fli inh 9, ERAP1 HTS inh -1, PAX8 inh HTS 30, LGR2 antag 31 and FN deposition inh -5.
`CCc1ccc(NC(=O)Nc2ccc3c(c2)CCC3)cc1` gave PglD DTNB -1, S100A4 inh HTS -4, EWS-Fli inh -42, ERAP1 HTS inh 3, PAX8 inh HTS -95 and LGR2 antag -57.
`COc1ccc(-c2cc(O)cc(O)c2)cc1` gave PglD DTNB 0, PGC1a acetyl inh -1, LGR2 antag -42 and FN deposition inh 1.
Screening CCCCc1ccc(-c2csc(/C(C#N)=C\c3ccc(C)o3)n2)cc1 returned PglD DTNB 6, S100A4 inh HTS -8, PGC1a acetyl inh 7, EWS-Fli inh 11 and ERAP1 HTS inh -2.
